High-throughput results from PubChem.
SENP8 block: SENP8 protease inhibition; purified SENP8, Z-RLRGG-aminoluciferin cleavage, luminescence; inhibition, % at 10 µM; 330,000 tested, 1.2% active
Jurkat NFkB inh: lowers PMA/ionomycin-induced NF-kB signal in Jurkat cells; PMA/ionomycin-induced NF-kB luciferase reporter, luminescence; inhibition, % at 4 µM; 330,000 tested, 0.53% active; AID 435003
Apaf1 inhib: blocks human Apaf-1 apoptosome activity. O14727. inhibition, % at 20 µM. 330,000 tested, 0.71% active. reconstituted apoptosome caspase-3 activity, DEVD-Rh110 fluorescence; active means inhibition of at least 40% at 20 µM;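 further: plate controls were DMSO wells for no effect and DEVD-CHO caspase inhibitor wells for full effect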
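Medium: Hepes buffer, pH 7.5 / System: biochemical Apaf-1 apoptosome reconstitution / Measured by: Rh110 fluorescence, excitation 480 nm, emission 540 nm / Times: compound with Apaf-1, dATP, procaspase-3 30 min, then 50 min reaction, room temperature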
EBI2 block: EBI2 (human) antagonism; P32249; EBI2 beta-arrestin recruitment, luminescence, 7a,25-OHC stimulated; inhibition, % at 5 µM; 360,000 tested, 0.81% active; in the data active means inhibition above about 38%;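 further: enzyme fragment complementation signal reports receptor beta-arrestin coupling in cells; 0% = agonist plus DMSO wells and 100% = wells without agonist; some results beyond the cut were filed as inactive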
Target sequence (P32249 whole entry, looked up, the tested form may be a part): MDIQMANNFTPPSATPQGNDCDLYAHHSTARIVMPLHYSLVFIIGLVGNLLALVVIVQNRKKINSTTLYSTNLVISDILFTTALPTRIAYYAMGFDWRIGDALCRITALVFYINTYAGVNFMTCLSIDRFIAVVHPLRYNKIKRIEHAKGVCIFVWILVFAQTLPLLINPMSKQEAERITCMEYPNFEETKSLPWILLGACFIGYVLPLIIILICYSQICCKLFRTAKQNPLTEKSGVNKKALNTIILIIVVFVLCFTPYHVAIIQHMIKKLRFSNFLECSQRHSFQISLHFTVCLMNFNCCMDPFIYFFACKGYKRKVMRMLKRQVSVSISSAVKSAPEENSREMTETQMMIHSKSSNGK
UBC13 polyUb: blocks human UBC13 polyubiquitin chain formation; P61088; TR-FRET; inhibition, % at 20 µM; 330,000 tested, 0.47% active; AID 485273; in the data active means inhibition above about 45%, passing the limit was not always enough
Target sequence (P61088 whole entry, looked up): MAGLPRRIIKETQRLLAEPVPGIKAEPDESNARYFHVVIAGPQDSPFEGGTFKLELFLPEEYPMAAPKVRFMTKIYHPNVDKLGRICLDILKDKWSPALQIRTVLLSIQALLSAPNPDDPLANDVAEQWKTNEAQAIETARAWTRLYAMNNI
697 NFkB inh: lowers PMA/ionomycin-induced NF-kB signal in 697 B cells | 330,000 tested, 0.33% active | inhibition, % at 4 µM | 697 B-cell NF-kB luciferase reporter, 16 h; in the data active means inhibition above about 35%
Gli-Sufu antag: blocks Gli-Sufu signaling in a luciferase reporter | AID 588413 | Sufu-KO-LIGHT fibroblasts, Gli luciferase reporter luminescence | inhibition, % at 5 µM | 340,000 tested, 0.74% active;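 active means inhibition above about 55%, limit read from the data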;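 further: 0% = DMSO-treated cells and 100% = wells with medium but no cells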
CCR6 antagonist: blocks CCL20-driven beta-arrestin recruitment at human CCR6; CHO-K1 CCR6 PathHunter beta-arrestin, luminescence, CCL20-stimulated; inhibition, % at 20 µM; 340,000 tested, 0.49% active;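 active means compounds whose inhibition of the agonist-driven luminescence signal at 20 µM reaches about 50%, limit read from the data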;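 further: cells stimulated with CCL20 at 14 nM final; plate controls were DMSO with CCL20 for no effect and DMSO without agonist for full effect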
Target sequence (P51684 whole entry, looked up): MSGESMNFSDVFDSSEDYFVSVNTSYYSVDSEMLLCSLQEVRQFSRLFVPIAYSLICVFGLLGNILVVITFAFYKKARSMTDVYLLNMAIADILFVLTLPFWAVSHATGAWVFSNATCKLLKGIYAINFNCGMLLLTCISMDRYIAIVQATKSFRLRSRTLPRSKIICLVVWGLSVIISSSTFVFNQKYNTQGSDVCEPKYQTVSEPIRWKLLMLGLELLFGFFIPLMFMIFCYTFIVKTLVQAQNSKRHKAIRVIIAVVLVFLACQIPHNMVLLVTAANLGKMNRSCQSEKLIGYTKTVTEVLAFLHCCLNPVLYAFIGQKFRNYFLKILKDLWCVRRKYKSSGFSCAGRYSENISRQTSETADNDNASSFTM
The depositor's hits bear a star. Unless noted, no stated cut-off is given here; in the data, active means inhibition above about 50%; inactive means the rest.

canonical_smiles	SENP8 block	Jurkat NFkB inh	Apaf1 inhib	EBI2 block	UBC13 polyUb	697 NFkB inh	Gli-Sufu antag	CCR6 antagonist
Cc1c(C(=O)OCC(=O)Nc2cccc(S(N)(=O)=O)c2)oc2c1ccc1ccccc12	-5	2	2	8	-7	17	5	-3
CCN(CC)CCNC(=O)c1sc2ncn(CC(=O)Nc3ccc(C)c(Cl)c3)c(=O)c2c1C	-12	5	-2	-11	6	-4	24	6
Cc1ccc2c(c1)C(=O)C(=O)N2c1ccc(Cl)cc1	-2	7	22	6	-4	-1	3	30
CNc1nccc(-c2ccc(Cl)cc2)c1C#N	-4	8	5	10	10	4	-3	16
CCN(CC)c1ccc(N)cc1S(=O)(=O)Nc1ccccc1OC	0	11	5	8	-2	14	1	15
CC(=O)Nc1c(C)nn(-c2ccc([N+](=O)[O-])cc2)c1C	-6	-7	-1	-6	-2	-20	-3	-2
COc1cc2c(cc1OC)CN(CC(=O)Nc1ccccc1SC)CC2	-6	10	-3	0	20	-11	-11	17
Cc1ccc(S(=O)(=O)Oc2ccc(/C=C3\N=C(c4cccc(C)c4)OC3=O)cc2)cc1	-9	-2	4	1	-16	6	-18	9
COc1cccc(C=NCCNC(=O)c2nonc2N)c1O	2	9	4	4	6	22	1	-10
O=C(NCc1cccnc1)c1cccc(S(=O)(=O)N2CCCCC2)c1	7	12	-20	-5	4	-4	-23	2
COc1ccc(N2CCN(C(=O)c3ccc4ccccc4n3)CC2)cc1	2	-19	0	0	1	7	-2	19
CCOC(=O)C1=C(COC(=O)c2ccc(Cl)cc2[N+](=O)[O-])NC(=O)NC1C (stereo not given)	-6	4	4	-9	-1	-16	-3	-6
CCN1C(=O)C(CC(=O)Nc2c(C)cccc2C)SC1=Nc1ccc(S(N)(=O)=O)cc1 (stereo not given)	-7	-6	-2	-1	-4	-7	-5	-3
CCC(C)(C)n1nnnc1C(c1ccccn1)N1CCOCC1 (stereo not given)	-4	-5	-9	4	-8	-6	-3	11
Cc1ccc(CC(=O)c2ccc(Cl)cc2)cc1	-10	-46	-3	2	-5	-57	-13	-1
Cc1noc(/C=C/N(C)C)c1S(=O)(=O)N1CCCC(C(=O)NCc2ccco2)C1 (stereo not given)	2	9	5	-2	-20	7	27	5
CCN(CC)C(=O)c1[nH]cnc1C(=O)N[C@@H](C)C(=O)OCc1ccccc1	3	-4	-3	-15	3	7	-11	-9
COc1cccc(N=Nc2c(C)[nH]n(-c3ccccc3)c2=O)c1	7	-50	9	30	-34	-63	-36	40
COc1cc(/C=N/NC(=O)c2cccc([N+](=O)[O-])c2)ccc1OCc1ccc(C)cc1	-7	-97	1	26	-70	-17	-29	14
Cc1ccc(-n2nc3c(c2NC(=O)c2ccc(Br)o2)CSC3)c(C)c1	-9	2	1	-4	-7	9	1	3
O=C1/C(=C/c2coc3ccc(O)cc3c2=O)SC(=S)N1c1ccccc1	4	2	4	15	-19	-3	7	37
CC(C)NC(=O)c1c2c(nc3ccccc13)CCCC2	3	2	4	-12	-8	10	-10	-3
Cc1ccc(NC(=O)CSc2ncc3ccccn23)cc1C	-8	-19	-6	-11	17	-2	-17	27
CC(=O)Nc1ccc(Nc2nc(C)c([N+](=O)[O-])c(N(C)c3ccccc3)n2)cc1	-6	4	15	-8	-2	-22	9	16
CSCCC(NS(=O)(=O)c1ccc2ccccc2c1)C(=O)O (stereo not given)	-3	12	1	0	-1	16	-1	-14

Following part
canonical_smiles	SENP8 block	Jurkat NFkB inh	Apaf1 inhib	EBI2 block	UBC13 polyUb	697 NFkB inh	Gli-Sufu antag	CCR6 antagonist
Cc1ccc(NC2c3ccccc3C(=O)N2CCN2CCOCC2)cc1 (stereo not given)	-6	5	7	2	6	1	-1	5
COc1ccccc1-c1cc(C(=O)N/N=C\c2cn(C)nc2C)c2ccccc2n1	-4	16	0	1	0	10	8	0
NS(=O)(=O)c1ccc(NC(=O)CCCCC(=O)Nc2ccc(S(N)(=O)=O)cc2)cc1	-4	-10	4	-6	0	-9	-26	0
Cc1ccnc(N2CCC(C(=O)NNC(=O)c3ccccc3C)CC2)n1	-5	5	-27	-5	4	28	3	1
CCOC(=O)Nc1cc(C(=O)OC)cc(C(=O)OC)c1	3	-6	1	-7	-7	-4	-15	-5
Cc1sc2nc3c(C(=O)N4CCCC4)cc(C(=O)c4ccccc4O)cn3c(=O)c2c1C	-5	-1	3	-2	13	22	5	20
COc1ccc(NS(=O)(=O)c2ccc(OCC(=O)N3CCOCC3)cc2)cc1Cl	-6	18	-5	-5	9	-20	29	-10
COc1ccc(NC(=O)CN2CCN(C(C)=O)CC2)cc1S(=O)(=O)N1CCOCC1	-6	-22	3	0	-12	-33	0	12
Cc1ccc(NC2=CC(=O)CC(C)(C)C2)cc1C	2	-3	-3	3	-1	-7	5	9
Cc1nc2ccc(NC(=O)[C@H](C)N3C(=O)C4CC=CCC4C3=O)cc2s1 (stereo not given in full)	8	-1	-9	-20	10	15	-8	-1
CCOC(=O)Nc1sc(C)nc1-c1ccccc1	-12	-5	-4	-2	-3	-11	-1	6
N#Cc1ccc(COn2nnc3ccccc32)cc1	-3	-35	3	-16	-1	-6	-17	-8
O=C(Nc1ccccc1)OCCN1CCN(Cc2ccccc2)CCC1=O	-7	5	-5	-8	-12	6	-2	0
CN(C)CCN(CC1CCCN(Cc2ccccc2F)C1)C(=O)c1ccc(Cl)cc1 (stereo not given)	11	0	7	-6	10	8	17	2
O=C(COc1ccccc1Cl)N(Cc1cccs1)C1CCS(=O)(=O)C1 (stereo not given)	1	1	6	-4	6	-12	21	17
Cc1ccc(S(=O)(=O)Nc2cccc(-n3cnnn3)c2)cc1C(=O)O	8	16	-14	-10	-11	2	-22	8
COc1ccc(CCNc2oc(-c3cccc4ccccc34)nc2P(=O)(OC)OC)cc1OC	-4	6	6	-10	22	-2	9	9
CC(C)CCN1CCC(Cc2ccccc2)(NC(=O)c2ccccc2)C1=O (stereo not given)	0	11	3	6	8	11	-9	1
COc1cc(C)ccc1OCCOc1c(C)cccc1Cl	-7	-32	12	9	10	-11	-11	25
CCOC(=O)c1ccn(CSc2c(F)c(F)cc(F)c2F)n1	3	-6	-7	-12	3	4	5	0
CC(C)(C)C1CCC(OCC(O)CN2CCN(c3ccccc3)CC2)CC1 (stereo not given)	0	9	-1	-18	4	-8	0	-6
CCOC(=O)c1c(C)sc2c1N(C(=O)CN1CCOCC1)c1cc(Cl)ccc1S2	-7	7	12	-11	0	3	0	4
C[C@@H]1CN([C@@H](C)CO)C(=O)c2cccc(NC(=O)C3CCCCC3)c2O[C@@H]1CN(C)Cc1ccc(Cl)c(Cl)c1	-3	3	36	18	22	9	36	13
COc1cc(C(=O)NCC2CCCCC2)ccc1OCc1c(C)noc1C	7	4	-1	7	2	13	5	2
CCn1ccnc1CN(C)Cc1cn(C)nc1-c1ccccc1F	-2	0	-9	-2	5	-23	32	13

Some of these compounds in order of molar mass, rising.
canonical_smiles	SENP8 block	Jurkat NFkB inh	Apaf1 inhib	EBI2 block	UBC13 polyUb	697 NFkB inh	Gli-Sufu antag	CCR6 antagonist
Cc1ccc(NC2=CC(=O)CC(C)(C)C2)cc1C	2	-3	-3	3	-1	-7	5	9
N#Cc1ccc(COn2nnc3ccccc32)cc1	-3	-35	3	-16	-1	-6	-17	-8
CCOC(=O)Nc1sc(C)nc1-c1ccccc1	-12	-5	-4	-2	-3	-11	-1	6
COc1cc(C)ccc1OCCOc1c(C)cccc1Cl	-7	-32	12	9	10	-11	-11	25
CCn1ccnc1CN(C)Cc1cn(C)nc1-c1ccccc1F	-2	0	-9	-2	5	-23	32	13
CCOC(=O)c1ccn(CSc2c(F)c(F)cc(F)c2F)n1	3	-6	-7	-12	3	4	5	0
Cc1ccc(NC2c3ccccc3C(=O)N2CCN2CCOCC2)cc1 (stereo not given)	-6	5	7	2	6	1	-1	5
Cc1ccnc(N2CCC(C(=O)NNC(=O)c3ccccc3C)CC2)n1	-5	5	-27	-5	4	28	3	1
Cc1ccc(S(=O)(=O)Nc2cccc(-n3cnnn3)c2)cc1C(=O)O	8	16	-14	-10	-11	2	-22	8
CC(C)CCN1CCC(Cc2ccccc2)(NC(=O)c2ccccc2)C1=O (stereo not given)	0	11	3	6	8	11	-9	1
O=C(Nc1ccccc1)OCCN1CCN(Cc2ccccc2)CCC1=O	-7	5	-5	-8	-12	6	-2	0
Cc1nc2ccc(NC(=O)[C@H](C)N3C(=O)C4CC=CCC4C3=O)cc2s1 (stereo not given in full)	8	-1	-9	-20	10	15	-8	-1
COc1cc(C(=O)NCC2CCCCC2)ccc1OCc1c(C)noc1C	7	4	-1	7	2	13	5	2
COc1ccccc1-c1cc(C(=O)N/N=C\c2cn(C)nc2C)c2ccccc2n1	-4	16	0	1	0	10	8	0
O=C(COc1ccccc1Cl)N(Cc1cccs1)C1CCS(=O)(=O)C1 (stereo not given)	1	1	6	-4	6	-12	21	17
CN(C)CCN(CC1CCCN(Cc2ccccc2F)C1)C(=O)c1ccc(Cl)cc1 (stereo not given)	11	0	7	-6	10	8	17	2
COc1ccc(NS(=O)(=O)c2ccc(OCC(=O)N3CCOCC3)cc2)cc1Cl	-6	18	-5	-5	9	-20	29	-10
Cc1sc2nc3c(C(=O)N4CCCC4)cc(C(=O)c4ccccc4O)cn3c(=O)c2c1C	-5	-1	3	-2	13	22	5	20
C[C@@H]1CN([C@@H](C)CO)C(=O)c2cccc(NC(=O)C3CCCCC3)c2O[C@@H]1CN(C)Cc1ccc(Cl)c(Cl)c1	-3	3	36	18	22	9	36	13

(next part)
canonical_smiles	SENP8 block	Jurkat NFkB inh	Apaf1 inhib	EBI2 block	UBC13 polyUb	697 NFkB inh	Gli-Sufu antag	CCR6 antagonist
C[C@H](OC(=O)n1ccnc1)[C@@H]1O[C@@]2(C)CCC[C@@H]1O2	6	9	-4	-1	4	7	-1	3
COc1ccc(C[C@H]2CN3C(=NC[C@@H]3C)N2CCNC(=O)CCC2CCCCC2)cc1	-2	-4	7	11	17	20	16	13
NS(=O)(=O)c1ccc(N/C=C/C(=O)c2ccc(Br)cc2)cc1	0	-34	1	-1	-9	-56	-50	2
CCC(OC(=O)c1nsc(Cl)c1Cl)C(=O)NCC1CCCO1 (stereo not given)	-3	5	-1	0	6	3	47	10
COc1ccc(CCC(C)NCC(C)c2ccccc2)cc1 (stereo not given)	-6	-13	6	11	5	-18	-1	6
Cn1c(SCC(=O)N2CCCC2)nnc1-c1cnccn1	-11	-3	1	5	-4	9	-9	18
CCc1cc(=O)oc2c3c(cc(OCC(=O)NCCN4CCOCC4)c12)OC(C)(C)CC3	-15	-25	-7	-3	7	0	8	8
Cc1ccc2c([N+](=O)[O-])cccc2n1	2	18	-1	-3	-7	3	-6	4
NC(=O)c1sc2nnc(-c3ccccc3)c(-c3ccccc3)c2c1N	-4	18	-13	13	-2	-8	-10	1
Cc1ccc(-n2c(C)cc(C3=NNC(=NC4CC4)SC3)c2C)cc1C	56*	-52	4	-36	5	-40	60*	-7
CC(=O)N1CCC(=NNc2ccc(S(=O)(=O)N3CCOCC3)cc2[N+](=O)[O-])CC1	-4	10	0	-26	-16	-10	-7	-7
COc1ccc(NC(=O)Cn2nnc(C(=O)NCCc3ccc(OC)c(OC)c3)c2N)c(OC)c1	-3	4	-17	-17	-4	-5	-9	-6
CC(C)(C)c1ccc(Cn2nnc3c(=O)[nH]c(C4CCCN(C(=O)c5cccs5)C4)nc32)cc1 (stereo not given)	6	13	38	22	-1	-4	9	16
O=S(=O)(CCN1CCN(c2ccccn2)CC1)c1ccc(Cl)cc1Cl	9	14	3	-1	5	-6	7	8

Only part of the results is shown. The share of hits here may be higher or lower than overall.
